# Coupling enz – counter-screen for Giardia aldolase inhibitors: coupling enzyme system; activity change, negative = inhibition, % at 58.2 µM, hits read low; 0.67% of 290,000 active; coupling enzyme system counterscreen, AmpLite Red fluorescence; in the data active means activity change below about -30%
#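 First, compound is pin-transferred into glyceraldehyde-3-phosphate coupling-enzyme reagent at 57.5 uM final and held 10 min at RT. Next, substrate, coupling system and AmpLite Red are added. After 20 min RT, fluorescence (525/598 nm) is read.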
# USP2a inh – blocks human ubiquitin-specific protease USP2a; O75604; USP2 core, Ub-CHOP2 coupled fluorogenic reporter, 485/531; AID 463254; 0.01% of 330,000 active; Potency, µM (titrated, usually from 38.3 µM), inactives show at the top dose activity change, negative = inhibition, actives largely listed as inhibitors;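 further: potency means the concentration at half of the fitted maximal effect; plate controls were DMSO wells for no effect and full inhibition by NEM control for full effect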
#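 Deubiquitinase activity read as fluorescence (485/531 nm) after Ub-CHOP2 cleavage activates the enterokinase reporter on its substrate; USP2 core 10nM, Ub-CHOP2 and substrate 25nM each, 30min compound preincubation then 60min RT; data normalized to NEM, curves fitted.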
# B2AR arrestin – agonists driving beta-arrestin recruitment to human beta2-adrenergic receptor; beta-arrestin recruitment to beta2AR, cell-based reporter; Potency, µM (series often up to 46.1 µM), for the others: at the highest dose activation, most hits filed as activators; 0.02% of 330,000 active;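 further: potency means the concentration at half of the fitted maximal effect; 0% = DMSO controls and full agonism = EC100 isoproterenol or metaproterenol; nearly all actives have a fitted effect of over 65% in size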
# Target sequence (P07550 whole entry, looked up): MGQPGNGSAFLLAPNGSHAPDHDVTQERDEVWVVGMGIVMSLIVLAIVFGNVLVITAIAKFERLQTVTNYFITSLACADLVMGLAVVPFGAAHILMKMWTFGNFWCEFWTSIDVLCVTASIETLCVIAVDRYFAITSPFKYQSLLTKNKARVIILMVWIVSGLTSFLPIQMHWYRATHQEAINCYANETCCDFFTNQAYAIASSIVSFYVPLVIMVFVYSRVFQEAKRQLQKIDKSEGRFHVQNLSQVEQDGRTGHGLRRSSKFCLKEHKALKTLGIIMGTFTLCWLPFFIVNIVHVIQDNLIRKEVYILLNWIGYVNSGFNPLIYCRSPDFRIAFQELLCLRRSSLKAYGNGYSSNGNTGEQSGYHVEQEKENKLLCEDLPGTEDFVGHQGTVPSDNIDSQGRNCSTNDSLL
# KCNH2 3.1 inh – KCNH2 3.1 (human) potassium channel inhibition. U2OS KCNH2 3.1, thallium flux FluxOr; active compounds read low. activity change, % (tested at about 1.8 µM). 0.95% of 340,000 active;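 active means maximum activity change below -70%; inconclusive means maximum activity change from -70% to -50%; inactive means maximum activity change above -50%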;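 further: thallium influx rate constant from kinetic fluorescence after stimulation buffer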
#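 Thallium flux via FluxOr fluorescence (Red40 quencher, 45 min loading) in U2OS cells virally expressing the KCNH2 3.1 isoform (1.77 x 10^8 /mL virus, overnight at 37 C). Rate constants from 2-min kinetic reads post-stimulation, normalised to positive and negative controls.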
# hERG WT inh – KCNH2 (human, wildtype) channel inhibition; activity change, % at 1.84 µM; U2OS, BacMam KCNH2, thallium flux FluxOr; active compounds read low; 0.37% of 340,000 active; AID 720551;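 active means maximum activity change below -70%; inconclusive means maximum activity change between -70% and -50%; inactive means maximum activity change above -50%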
#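 U2OS cells transduced with wild-type KCNH2 virus are loaded with FluxOr dye for 45 min, and thallium flux is measured in kinetic reads before and after stimulation buffer. Rate constants are normalized to DMSO controls.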
# Eya2 inh – inhibitors of human Eya2 phosphatase activity; recombinant Eya2, OMFP fluorescence dephosphorylation (OMFP is methylfluorescein phosphate); Potency, µM (titrated, usually from 76.9 µM), for inactives: at the top dose activity, negative = inhibition, actives largely listed as inhibitors; 0.006% of 330,000 active; further: potency means the concentration at half of the fitted maximal effect
#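 Eya2 protein (added as 0.2 uM solution) was preincubated with compound for 10 min at ambient temperature in 50 mM HEPES pH 7.5, 50 mM NaCl, 5 uM MgCl2, 0.05% BSA, 1 mM DTT. OMFP (added at 50 uM) then reacted 10 min; fluorescence read at 485/525 nm.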
# PKM2 act – increases activity of human pyruvate kinase M2 | P14618 | purified PKM2, Kinase-Glo ATP luminescence, activation; response scale: 0% is enzyme alone, no compound | Potency, µM (highest dose often 57.5 µM), for the others: at the top dose activation, hits mostly activators | 0.34% of 260,000 active | AID 1631; further: potency means the concentration at half of the fitted maximal effect; nearly all actives have a fitted effect of over 55% in size
#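 hPK-M2, >95% pure; 0.1 mM ADP / 0.5 mM PEP final; imidazole pH7.2 buffer w/ 7 mM MgCl2, 50 mM KCl; 1 h RT; Kinase-Glo lum. Intermediate enzyme activity for dual inhibitor/activator qHTS.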
# Giardia kill – Giardia lamblia killing; Giardia lamblia trophozoite viability; activity change, % at 7.66 µM, hits read low; 0.15% of 340,000 active; in the data active means activity change below about -80%; inconclusive means between about -30% and that limit;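 further: parasites exposed to compound for two days anaerobically before the ATP read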
#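 Anaerobic 48 hrs incubation at 37 deg C of 100 trophozoites/well with test compounds; ATPLite 1-Step luminescence, 15-30 min RT, reports cellular ATP as viability.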
# Chronic BCR inh – chronic active BCR signaling inhibition. 0.05% of 340,000 active. Potency, µM (series often up to 46.1 µM), inactives show at the highest dose ratio change, negative = lower green/red ratio, usual class: inhibitors. ABC-DLBCL IkBa-CBG/CBR reporter, luminescence ratio, 4 h. AID 493014; active means well fitted inhibition curve with a large enough effect in the signal ratio, with a control signal flat, not every such curve was filed as active; inconclusive means small, poorly fitted or top-dose-only effect, or effect the other way, or a change in a side signal; the % refers to the signal ratio;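 further: potency means the concentration at half of the fitted maximal effect; plate controls were basal doxycycline-induced cells for no effect and cells given 10 µM MG132 for full effect; MG132 reads +100%, hits lower the ratio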
#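 Compounds up to 46 uM were incubated four hours with TMD8 cells whose green CBG68 luciferase is fused to IkappaBalpha; red CBR luminescence normalised the signal, and concentration-effect curves were fitted to fusion, red and ratio data.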
# GALK inh – blocks human galactokinase activity | Purified GALK, Kinase-Glo residual ATP luminescence | Potency, µM (doses to about 57.5 µM), for inactives: at the top dose activity change, negative = inhibition, actives largely listed as inhibitors | 0.007% of 270,000 active | AID 1868; further: potency means the concentration at half of the fitted maximal effect
# Target sequence (P51570 whole entry, looked up): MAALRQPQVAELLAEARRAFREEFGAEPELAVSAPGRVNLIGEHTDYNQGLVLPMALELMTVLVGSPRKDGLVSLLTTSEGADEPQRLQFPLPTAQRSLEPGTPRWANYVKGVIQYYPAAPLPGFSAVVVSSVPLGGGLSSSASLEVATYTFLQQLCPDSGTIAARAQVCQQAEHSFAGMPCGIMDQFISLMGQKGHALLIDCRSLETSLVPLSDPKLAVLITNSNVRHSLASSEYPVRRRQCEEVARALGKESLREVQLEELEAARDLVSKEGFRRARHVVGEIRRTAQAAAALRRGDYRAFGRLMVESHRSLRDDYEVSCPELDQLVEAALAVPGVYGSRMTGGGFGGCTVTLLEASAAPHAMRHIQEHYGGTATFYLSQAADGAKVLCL
#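 Quantitative HTS: GALK 5 nM, ATP 35 uM, galactose 100 uM, 1 h room temperature, then luciferase-based ATP detection.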
# uPA generation – blocks generation of uPA at the cell surface; cell surface uPA generation assay, qHTS; Potency, µM (series often up to 38.3 µM), inactives show at the top dose activity change, negative = inhibition, hits mostly inhibitors; 0.31% of 330,000 active; active means well fitted inhibition curve with a large enough effect; inconclusive means small, poorly fitted or top-dose-only effect; inactive means no such curve, though single readings can be large or run the other way; tested in mouse RAW 264.7 cells; further: potency means the concentration at half of the fitted maximal effect; nearly all actives have a fitted effect of over 55% in size
# Starred values were filed as active, the others as inactive; ? = inconclusive; . = no result given. Unless noted, the call rests on the fitted dose curve; in most records, active means well fitted curve in the direction sought with a large enough effect; inconclusive means small, poorly fitted or top-dose-only effect, or another doubt; inactive means no such curve, though single readings can be large; an effect the other way counts as inactive or inconclusive. Unless noted, on the % scale 0 is the no-effect control and ±100 the full control effect.
no.	Compound	Coupling enz	USP2a inh	B2AR arrestin	KCNH2 3.1 inh	hERG WT inh	Eya2 inh
1	Cc1cccc(OCC(O)Cn2c(-n3nc(C)cc3C)nc3c2c(=O)[nH]c(=O)n3C)c1 (configuration not stated)	2	-1%	0.1%	.	14	7%
2	NC(=S)NN=C1c2cc(S(=O)(=O)N3CCOCC3)ccc2-c2ccc(S(=O)(=O)N3CCOCC3)cc21	-1	0%	-2.4%	3	-4	3%
3	Cc1ccc(N2CCN(S(=O)(=O)c3ccc(F)cc3)CC2)c(C)c1	-1	1%	-1.3%	12	6	-12%
4	CCN(CC)CCNC(=O)NC(=O)c1ccc(Cl)cc1	1	3%	-0.6%	-3	25	-17%
5	Cc1cc(C)n2c(SCC(=O)N(C)C3CCCCC3)nnc2n1	2	2%	-0.4%	-22	.	0%
6	CN=C1SC(CC(=O)Nc2ccc(F)cc2F)C(=O)N1/N=C(\C)c1cccc(OCC(=O)O)c1 (configuration not stated)	2	6%	-0.3%	-5	-3	-9%
7	S=c1nc2ccccc2c2nc(-c3cccnc3)[nH]n12	-12	5%	-0.6%	-4	-2	4%
8	COc1ccc(CN(C)C(C)C(=O)Nc2ccc(S(=O)(=O)N3CCCC3)cc2)c(OC)c1OC (configuration not stated)	-6	-2%	-0.7%	.	.	-5%

no.	PKM2 act	Giardia kill	Chronic BCR inh	GALK inh	uPA generation
1	0%	3	-2%	3%	0%
2	7%	10	7%	0%	-8%
3	1%	-17	7%	-2%	-2%
4	5%	2	0%	3%	-13%
5	1%	-2	4%	0%	13%
6	1%	5	1%	-4%	-1%
7	-8%	7	?	-5%	-5%
8	1%	.	-7%	-3%	.

# Additional results follow:
no.	Compound	Coupling enz	USP2a inh	B2AR arrestin	KCNH2 3.1 inh	hERG WT inh	Eya2 inh
9	CCN(CCNS(=O)(=O)c1ccc2[nH]c(=O)sc2c1)c1ccccc1	5	1%	0.4%	20	7	8%
10	COC(=O)c1sccc1S(=O)(=O)NCc1ccc(S(N)(=O)=O)cc1	.	2%	-0.3%	15	15	5%
11	CC(=O)c1ccc(NC(=O)CN2c3cccc4cccc(c34)S2(=O)=O)cc1	.	-2%	2.8%	18	1	-8%
12	O=C(CSc1nc2ccccc2o1)NCCOc1ccccc1	-1	0%	-0.4%	-10	-22	-14%
13	O=C(O)CSc1nc(-c2cccs2)cc(C(F)(F)F)n1	10	-1%	-0.3%	-20	7	6%
14	COCCNc1c(-c2cc3ccc(C)c(C)c3[nH]c2=O)nc2ccccn12	-1	12%	?	-6	0	1%
15	O=C(c1ccco1)N(Cc1ccc(Cl)cc1)Cc1ccco1	.	0%	0.2%	-49	-15	-15%
16	CCN1/C(=C2/SC(=S)N(NC(C)=O)C2=O)Sc2ccc(OC)cc21	-2	3%	0.5%	13	-6	-5%

no.	PKM2 act	Giardia kill	Chronic BCR inh	GALK inh	uPA generation
9	3%	7	4%	-4%	-2%
10	0%	-5	6%	-4%	4%
11	.	21	?	.	-12%
12	0%	-16	2%	5%	8%
13	2%	3	13%	1%	-1%
14	-4%	16	?	0%	-12%
15	.	-12	6%	-11%	0%
16	13%	-2	0%	2%	-17%

# Random excerpt: 3 records from the list.
no.	Compound	Coupling enz	USP2a inh	B2AR arrestin	KCNH2 3.1 inh	hERG WT inh	Eya2 inh
14	COCCNc1c(-c2cc3ccc(C)c(C)c3[nH]c2=O)nc2ccccn12	-1	12%	?	-6	0	1%
10	COC(=O)c1sccc1S(=O)(=O)NCc1ccc(S(N)(=O)=O)cc1	.	2%	-0.3%	15	15	5%
15	O=C(c1ccco1)N(Cc1ccc(Cl)cc1)Cc1ccco1	.	0%	0.2%	-49	-15	-15%

no.	PKM2 act	Giardia kill	Chronic BCR inh	GALK inh	uPA generation
14	-4%	16	?	0%	-12%
10	0%	-5	6%	-4%	4%
15	.	-12	6%	-11%	0%

# (further entries)
no.	Compound	Coupling enz	USP2a inh	B2AR arrestin	KCNH2 3.1 inh	hERG WT inh	Eya2 inh
17	CCN(/C=N/c1sc2c(c1C#N)CC(C)(C)NC2(C)C)CC	-4	1%	-0.3%	-10	34	-3%
18	Cc1ccccc1OCC(=O)NCCN1CCCC1	1	0%	-0.3%	20	-2	16%
19	O=C(O)c1ccc(S(=O)(=O)N2CCCc3ccccc32)cc1	14	-1%	0.1%	2	10	7%
20	CCOc1ccccc1Nc1nc(-c2sc(NC(=O)c3cccc(Cl)c3)nc2C)cs1	2	-1%	-0.4%	-36	-3	3%
21	Cc1ccc(S(=O)(=O)N2CCCC(C(=O)NCCC(C)C)C2)cc1 (configuration not stated)	-1	1%	-1.2%	-14	-11	0%
22	O=C(CN1CCCC1)Nc1cc(F)ccc1F	4	12%	0.4%	-1	-5	13%
23	Cc1nc(Nc2nc3ccccc3o2)nc(C)c1C	1	9%	-0.3%	-26	-10	3%
24	N#Cc1ccc(S(=O)(=O)N2CCCN(c3ccc(C(F)(F)F)cn3)CC2)cc1	-1	-2%	0.5%	-32	36	-16%

no.	PKM2 act	Giardia kill	Chronic BCR inh	GALK inh	uPA generation
17	-3%	7	1%	-4%	1%
18	2%	-3	-1%	6%	3%
19	.	1	5%	2%	-3%
20	-4%	19	?	-2%	5%
21	-3%	6	5%	-3%	22%
22	-43%	4	-1%	1%	20%
23	-61%	27	-1%	11%	-4%
24	-3%	3	10%	4%	-1%

# Further results follow:
no.	Compound	Coupling enz	USP2a inh	B2AR arrestin	KCNH2 3.1 inh	hERG WT inh	Eya2 inh
25	Cc1ccc(N=C2NC(=O)/C(=C/C=C/c3ccco3)S2)cc1C	1	?	5.7%	-19	-10	-15%
26	Cc1ccc(S(=O)(=O)CCc2nnc(N)s2)cc1	4	5%	-0.7%	-10	1	-6%
27	CCOc1cc(CNC(CC)CO)ccc1OCC(=O)Nc1cccc(C(F)(F)F)c1 (configuration not stated)	-1	-3%	-0.3%	0	-13	-18%
28	CC1C(=O)Nc2ccccc2N1C(=O)c1c(F)cccc1F (configuration not stated)	1	3%	-1.0%	-5	2	-4%
29	Cc1ccc(C)c(CNS(=O)(=O)c2c(C)[nH]c(C)c2C(=O)N2CCCCC2)c1	-3	4%	0.3%	-18	3	-15%
30	O=S(=O)(c1ccc(-c2nnc(SCc3ccccc3)o2)cc1)N1CCCC1	1	0%	0.2%	-11	7	14%
31	C/C=C(/C)C(=O)O[C@@H]1c2c(ccc3ccc(=O)oc23)O[C@@H]1C(C)(C)OC(=O)/C(C)=C\C	-5	-1%	-4.2%	-36	0	-18%
32	CCOC(=O)c1cc2c(s1)-c1ccccc1CC2	1	1%	0.3%	.	-8	3%

no.	PKM2 act	Giardia kill	Chronic BCR inh	GALK inh	uPA generation
25	?	-9	-1%	1%	-15%
26	1%	-29	-1%	-1%	-1%
27	2%	20	?	0%	-7%
28	.	-9	-11%	1%	1%
29	1%	9	3%	-1%	0%
30	6%	7	5%	-1%	3%
31	-1%	4	1%	.	?
32	0%	6	7%	1%	6%

# Next part
no.	Compound	Coupling enz	USP2a inh	B2AR arrestin	KCNH2 3.1 inh	hERG WT inh	Eya2 inh
33	COCCN(Cc1cc2ccccc2[nH]c1=O)C(=O)c1ccccc1OC	3	0%	0.1%	-31	6	10%
34	COc1ccc(C(=O)NNC(=O)C(Cc2ccc(O)cc2)NC(=O)c2ccccc2NC(=O)c2ccc(OC)cc2)cc1 (configuration not stated)	0	1%	0.4%	6	6	3%
35	O=C(CCc1c[nH]c2ccccc12)NC1CC1	2	4%	-0.1%	-4	4	7%
36	COc1cc(C(=O)N(Cc2cc3cc(C)ccc3[nH]c2=O)CC2CCCO2)cc(OC)c1OC (configuration not stated)	0	0%	-0.6%	0	4	-6%
37	CCOC(=O)C1CCN(C(=O)C2(NC(=O)NC3CCCCC3)CCCCC2)CC1	0	0%	-0.2%	-14	1	-4%
38	Cc1ccc(C)c(NC(=O)CSc2nnc(CNC(=O)c3cccs3)o2)c1	2	0%	0.1%	25	19	-15%
39	Cc1cc(C)c(C(N)=O)c(Nc2ccc3c(c2)OCCO3)n1	-4	2%	0.3%	11	-8	-4%

no.	PKM2 act	Giardia kill	Chronic BCR inh	GALK inh	uPA generation
33	0%	-6	?	-1%	0%
34	12%	13	?	1%	-4%
35	-7%	6	4%	-4%	4%
36	0%	3	1%	5%	3%
37	1%	4	1%	-1%	-3%
38	12%	21	-1%	5%	5%
39	-1%	0	0%	-2%	1%

# Compound activity as filed in PubChem BioAssay.
